TDP2 absorb = human TDP2 enzyme inhibitors, primary screen, biochemical, epi absorbance, recombinant enzyme; inhibition, % at 12.8 µM; hit rate 0.34% among 370,000; Tyrosyl-DNA phosphodiesterase 2 (Homo sapiens), O95551; T5PNP hydrolysis, p-nitrophenol absorbance 415 nm; AID 720702, 2013;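 active = inhibition above the mean of all tested compounds plus 3 SD, set per campaign, cut at about 25% in these data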;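 also: 0% = DMSO with enzyme and 100% = buffer with substrate but no TDP2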
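System – recombinant human TDP2 · Amount – 120 nM TDP2 per well · Buffer or medium – Mg2+-containing Tris-HCl buffer, pH 7.5 · Reagent – T5PNP substrate, 5 mM · Dosing – 12.8 µM single point, 1% DMSO · Incubation – 2 h at 37 °C · Measured by – epi absorbance · Read-out basis – percent inhibition · Benchmarks – high control without enzyme, low control DMSO plus TDP2 · Repeats – singlicate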
SIAE primary = human SIAE inhibitors, primary screen, biochemical, fluorescence polarization, FP-Rh probe, 1536-well HTS; Sialate O-acetylesterase (Homo sapiens), Q9HAT2; SIAE FP-Rh probe binding; inhibition, % at 9.66 µM; hit rate 0.69% among 370,000; AID 1053197, 2014;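 active = inhibition above a cutoff: mean of compounds within the control limits plus 3 SD of those, cut at about 17% in these data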;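 also: 0% = plate median of compound wells and 100% = probe without SIAE protein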
UHRF1 MBD2 ctr = UHRF1 methylated DNA binding inhibitors, primary screen, counter-screen for MBD2 inhibitor project, biochemical, TR-FRET, human UHRF1, single concentration; hit rate 0.75% among 370,000; AID 687016, 2013; UHRF1 binding to methylated oligo; E3 ubiquitin-protein ligase UHRF1 (Homo sapiens), Q96T88; inhibition, % at 4.4 µM; in the data active = inhibition above about 21%;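 also: UHRF1 SRA domain binding a hemimethylated CpG hairpin DNA probe; 0% = median of test compound wells and 100% = reference inhibitor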
TCR-CD3 inh = inhibitors of human TCR-CD3 interaction, primary screen, biochemical, fluorescence, TAMRA-labeled TCR probe. T-cell receptor (TCR). inhibition, % at 9.4 µM. hit rate 0.37% among 360,000. AID 651800, 2012; in the data active = inhibition above about 19%;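 also: recombinant mutant TCR 2C K166C tagged with TAMRA read by polarization; 0% = receptor in buffer alone and 100% = receptor with positive control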
PRMT1 inh = PRMT1 methyltransferase inhibitors, primary screen, biochemical, fluorescence polarization; Protein arginine N-methyltransferase 1 (Homo sapiens), Q99873; recombinant PRMT1, activity-based probe fluorescence polarization; inhibition, % at 2.79 µM; hit rate 1.3% among 370,000;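 active = inhibition above about 21% made by adding two undisclosed values, limit read from the data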
MBD2 DNA inh = inhibitors of MBD2 binding to methylated DNA, primary screen, biochemical, TR-FRET, DNA-binding domain, human | inhibition, % at 4.4 µM | AID 686964, 2013 | hit rate 0.31% among 370,000 | Methyl-CpG-binding domain protein 2 (Homo sapiens), Q9UBB5 | MBD2 binding to methylated oligonucleotide; in the data active = inhibition above about 13%
Target sequence (Q9UBB5 whole entry, looked up, the tested form may be a part): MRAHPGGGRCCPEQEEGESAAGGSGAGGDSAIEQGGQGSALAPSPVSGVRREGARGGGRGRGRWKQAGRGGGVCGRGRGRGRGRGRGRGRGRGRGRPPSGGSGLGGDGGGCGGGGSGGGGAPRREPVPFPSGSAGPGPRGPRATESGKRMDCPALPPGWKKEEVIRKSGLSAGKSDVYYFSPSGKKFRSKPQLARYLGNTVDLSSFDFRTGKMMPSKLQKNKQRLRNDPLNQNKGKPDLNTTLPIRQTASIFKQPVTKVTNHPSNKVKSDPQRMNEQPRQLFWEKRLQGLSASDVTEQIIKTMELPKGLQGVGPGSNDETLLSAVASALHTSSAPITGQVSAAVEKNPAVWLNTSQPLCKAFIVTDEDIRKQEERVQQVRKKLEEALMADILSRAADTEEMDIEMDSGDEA
Tn7 DDE FP = inhibitors of Tn7 peptide binding to fibrin DD(E), primary screen, biochemical, fluorescence polarization, human fibrin, Tn7 probe; hit rate 0.13% among 370,000; Fibrinogen beta chain (Homo sapiens), P02675; FP displacement of FITC-Tn7 peptide from fibrin DD(E); 0% = median of compound wells per plate; inhibition, % at 8.3 µM;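 active = inhibition above the mean of compounds falling within the control limits plus 3 SD of them, cut at about 14% in these data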;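 also: 0% = plate median of compound wells and 100% = 10 µM Aha-Tn7 peptide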
Target sequence (P02675 whole entry, looked up): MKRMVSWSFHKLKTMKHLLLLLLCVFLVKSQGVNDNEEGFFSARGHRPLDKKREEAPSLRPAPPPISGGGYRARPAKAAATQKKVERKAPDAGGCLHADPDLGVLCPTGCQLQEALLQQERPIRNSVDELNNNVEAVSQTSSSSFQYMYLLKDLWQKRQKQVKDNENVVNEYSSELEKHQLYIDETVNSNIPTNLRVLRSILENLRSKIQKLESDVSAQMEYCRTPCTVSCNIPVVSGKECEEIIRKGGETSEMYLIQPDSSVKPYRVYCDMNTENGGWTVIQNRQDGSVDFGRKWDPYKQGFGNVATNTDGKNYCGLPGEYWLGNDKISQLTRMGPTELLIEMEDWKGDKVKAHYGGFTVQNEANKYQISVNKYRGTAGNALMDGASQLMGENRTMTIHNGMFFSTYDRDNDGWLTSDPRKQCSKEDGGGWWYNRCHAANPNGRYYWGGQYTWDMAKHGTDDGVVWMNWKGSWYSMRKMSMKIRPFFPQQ
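Test system – human fibrin DD(E) · Times – 10 min preincubation, 3 h with tracer, room temperature · Detection – fluorescence polarization of the labelled Tn7 tracer · Measure – percent inhibition normalized to high-control wells · Benchmarks – high control wells with 10 µM unlabelled Aha-Tn7 peptide (full inhibition) · Repeats – singlicate testing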
KLK7 zymogen act = proKLK7 zymogen activators, primary screen, biochemical, fluorescence intensity. purified proKLK7, EDANS-DABCYL substrate fluorescence; 100% is mature enzyme control, 0% vehicle. hit rate 0.9% among 370,000. Kallikrein-7 (Homo sapiens), P49862. activation, % at 7 µM;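 active = activation above the mean of all tested compounds plus 3 SD, computed per campaign excluding outliers beyond control limits, cut at about 13% in these data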
LEDGF integ inh = blockers of LEDGF/p75-dependent integrase strand transfer – biochemical, TR-FRET, high throughput, primary screen; hit rate 0.64% among 370,000; AID 743269, 2014; inhibition, % at 3.7 µM; TR-FRET IN-LEDGF/p75 DNA integration, Eu/Cy5; HIV-1 integrase (with human LEDGF/p75);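 active = inhibition above the screen-wide mean plus 3 SD, cut at about 13% in these data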;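 also: signal is the Cy5 over europium emission ratio at 671 and 618 nm; 0% = plate median of compound wells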
Tn6 DDE FP = inhibitors of Tn6 peptide binding to fibrin DD(E), primary screen, biochemical, fluorescence polarization, human fibrin, Tn6 probe; Fibrin DD(E) TRITC-Tn6 fluorescence polarization displacement; inhibition, % at 8.3 µM; hit rate 0.21% among 370,000; AID 720509, 2013;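 active = inhibition above a per-campaign cutoff: mean of compounds within control limits plus 3 SD, cut at about 15% in these data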;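 also: 0% = median of all compound wells on the plate and 100% = blocking peptide control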
* marks the source's active call; other numbers are inactive results. Rows were taken by chance; any-hit rate near 4.6%.

SMILES	TDP2 absorb	SIAE primary	UHRF1 MBD2 ctr	TCR-CD3 inh	PRMT1 inh	MBD2 DNA inh	Tn7 DDE FP	KLK7 zymogen act	LEDGF integ inh	Tn6 DDE FP
O=C(CN(C(=O)CNC(=O)c1ccco1)c1ccc(F)c(Cl)c1)NC1CCCCC1	14.3	-0.9	1.0	-3.1	1.2	0.9	-2.8	0.3	2.6	-4.4
COCCNC(=O)CN1CCC(NC(=O)Nc2ccccc2)CC1	-6.1	-6.7	3.0	-3.1	2.5	4.4	3.5	0.6	-2.8	0.9
Cc1c(NC2=NC(C)(C)Cc3ccccc32)c(=O)n(-c2ccccc2)n1C	-1.1	-5.2	0.3	-2.9	-3.4	1.6	-4.8	-0.1	-0.8	3.9
CCOC(=O)c1c(C)[nH]c(/C(C)=N/NC(=O)c2cccnc2)c1C	5.7	5.5	-1.3	-6.9	-1.8	-3.1	-0.5	-0.2	-0.8	-3.8
CCCCc1ccc(Nc2ncccc2C#N)cc1	-9.7	6.9	1.3	-9.5	-0.3	-0.1	-1.0	1.0	-4.8	5.8
O=C(Nc1cccc(F)c1)C1C2C=CC3(CN(CCCN4CCOCC4)C(=O)C13)O2 (configuration not stated)	0.6	-0.6	0.2	-0.2	0.9	0.3	-7.5	0.4	-2.5	0.8
C#CCOCCOCCOCCNc1nc(N2CCN(C(=O)[C@H]([C@@H](C)CC)n3cc([C@@H](N)CC(C)C)nn3)CC2)nc(N2CCN(C(=O)[C@H](Cc3ccc(O)cc3)n3cc([C@@H](N)CC(C)C)nn3)CC2)n1	-4.8	3.7	-3.8	3.2	-2.0	-4.4	10.8	-0.2	-1.2	-3.1
COc1cc(C(=O)Nc2ccccn2)cc(OC)c1OC	1.5	-3.8	13.2	0.1	0.0	-0.1	1.9	0.2	-0.9	1.2
CCOC(=O)C1CCN(C(=O)CCNS(=O)(=O)c2ccc(C)cc2)CC1	-5.5	-5.0	3.3	4.7	-0.8	1.5	-11.7	0.5	2.8	0.7
CCc1ccc([C@H]2C(C(=O)O)=C[C@@H](CC)N2S(=O)(=O)c2ccc(C)cc2)cc1	4.4	-2.5	0.0	-0.1	0.3	4.6	7.6	0.7	-0.9	0.1
N#CCCN(Cc1cccnc1)S(=O)(=O)c1ccc(S(=O)(=O)N2CCCCCC2)cc1	0.9	0.1	5.7	-0.3	0.3	-3.1	1.6	0.8	-0.6	6.1
Cc1nc(CSc2ccccc2)cc(=O)[nH]1	4.9	11.3	-1.4	-2.0	-3.4	1.4	-3.2	0.2	2.1	6.1
CC1(c2cccc(Br)c2)NC(=O)N(CC(=O)N2CCc3ccccc32)C1=O (configuration not stated)	-4.9	-7.3	-0.9	-2.3	-5.5	4.6	-2.8	0.4	4.5	0.4
CCC(C)(CCNC(=O)Cc1ccccc1)c1ccccc1OC (configuration not stated)	7.6	-0.7	-1.6	-2.2	-5.5	2.9	-5.8	0.2	1.0	-6.6
COc1ccc(-c2cc(-c3ccc(O)cc3)nc(N)c2C#N)cc1OC	-3.7	-22.1	1.4	2.3	3.3	4.2	-5.2	-1.9	-4.6	-4.2
COc1ccccc1-c1cc(C(F)(F)F)n2ncc(C(=O)N3CCc4ccccc4C3)c2n1	-9.6	-9.0	-0.6	1.0	-2.6	-2.5	-2.9	-2.6	1.5	-0.8
C=CCn1c(C)cc(C(=O)Cn2ncc(Cl)c(Cl)c2=O)c1C	0.1	8.2	19.9	10.7	7.2	7.2	1.3	-0.3	25.8*	8.3
Cc1cccc(C)c1NC(=O)C(CCc1ccccc1)n1c(=O)c(-c2cc3ccccc3[nH]2)nc2ccccc21 (configuration not stated)	1.7	-16.6	-1.8	11.1	-0.7	-2.1	-5.1	-13.2	-2.5	0.9
O=C(CNC1=NCCC1)c1ccc2c(c1)OCCO2	-3.2	-10.6	0.8	-4.2	1.6	3.0	-0.8	0.4	1.2	-5.0
CCCc1nnc(SCC(=O)N2CCCCC2C)n1CCOC (configuration not stated)	-8.7	8.0	-0.9	2.1	-3.5	-6.6	4.4	0.1	1.6	4.5
CCCCCC(=O)N1C[C@@H](O)[C@H](n2cc(C3CC3)nn2)C[C@@H]1c1ccc(Cl)cc1	2.7	-4.9	-1.2	4.0	-5.0	-1.1	8.1	0.0	-2.9	-1.1
O=C(NNC(=O)c1ccccc1[N+](=O)[O-])c1cccs1	5.2	-0.7	-1.7	7.3	1.0	-1.0	-0.5	0.0	0.5	1.3
CC(=O)Nc1ccc(NC(=O)C(C)Sc2nnc(-c3ccc4c(c3)OCO4)o2)cc1 (configuration not stated)	-2.7	6.7	-0.8	-3.1	4.1	-5.4	2.1	0.0	-4.2	2.4
O=C(NCc1ccco1)c1cc(-c2cccc(Cl)c2)on1	-3.7	0.7	3.5	0.1	-0.7	-2.7	-1.3	0.8	-4.9	3.0
Nc1cc2c(cc1Cl)N(Cc1ccccc1)C(=O)CO2	0.1	6.4	2.4	-3.9	4.6	6.0	0.9	-0.5	-7.9	-3.7
(further entries)
SMILES	TDP2 absorb	SIAE primary	UHRF1 MBD2 ctr	TCR-CD3 inh	PRMT1 inh	MBD2 DNA inh	Tn7 DDE FP	KLK7 zymogen act	LEDGF integ inh	Tn6 DDE FP
O=C(COc1ccc(Br)cc1)NNC(=S)NC(=O)c1ccccc1[N+](=O)[O-]	7.4	-2.7	-7.2	4.7	4.6	-2.0	5.7	0.4	-0.6	1.2
COC(=O)CC1SCCNC1=O (configuration not stated)	3.4	-1.6	-2.5	4.3	3.6	-4.5	1.6	-0.4	-1.6	0.7
Cc1ccc(Nc2nc3ccccc3n3cnnc23)cc1Cl	6.8	-1.5	4.2	-2.8	3.7	2.2	12.1	0.2	-4.5	-0.7
Cc1cccc(C)c1OCc1cc(C(=O)NCc2ccc(Cl)s2)no1	-9.3	2.6	-3.0	9.5	-5.1	1.2	1.5	-0.4	3.8	-7.4
O=C(CN1C(=O)c2ccccc2S1(=O)=O)c1ccccc1	0.9	-1.6	0.6	-3.2	0.5	-3.5	-1.1	0.2	4.3	4.6
COc1ccc(CCNC(=O)C2CCN(S(=O)(=O)c3ccc(OC)cc3)CC2)cc1	-14.6	-1.3	0.2	-0.9	-6.2	1.5	-9.4	0.2	4.0	4.0
O=C1/C(=C/c2cccnc2)SC(=S)N1CCc1ccccc1	-13.9	0.9	0.0	-3.0	-0.7	0.4	-10.2	0.0	3.9	-3.0
CC(C(=O)NC1CCCC1)N1CCN(S(=O)(=O)c2ccccc2Cl)CC1 (configuration not stated)	9.2	-1.2	-0.5	-0.1	0.3	-3.6	11.8	-0.5	-2.3	3.5
Cc1csc(SC(C)C(=O)Nc2ccc(F)cc2Cl)n1 (configuration not stated)	-9.7	-1.4	-1.2	-1.6	-1.0	0.9	7.0	0.5	-1.5	3.2
COC(=O)c1c(C)[nH]c(C(=O)OCC(=O)NCC(C)C)c1C	-13.1	-0.4	3.9	0.1	1.6	-1.5	-1.2	-0.3	-2.0	-0.5
COc1ccc2c3c([nH]c2c1)C(C)N(C(C)=O)CC3 (configuration not stated)	1.7	6.8	2.7	-1.0	2.2	5.4	-6.7	0.9	-0.5	-11.4
Cc1ccc(SCC(=O)OC(C)C(=O)NCc2ccccc2)cc1 (configuration not stated)	0.6	0.2	1.1	-3.7	0.9	-2.4	3.2	0.1	-8.1	6.7
CC(C)OC(=O)N(C)C[C@@H]1OCc2cnnn2CCCC(=O)N([C@H](C)CO)C[C@H]1C	4.5	3.7	1.6	-5.2	-6.4	1.3	2.7	0.1	4.1	-4.0
O=C1c2[nH]nc(-c3ccccc3O)c2C(c2cccc(Cl)c2)N1Cc1ccco1 (configuration not stated)	-5.7	-8.3	1.8	2.0	3.0	-0.5	-4.3	-0.2	-0.1	-9.2
CCOC(=O)c1ccc(-c2ccc(/C=N/NC(=O)CN(c3ccccc3Cl)S(C)(=O)=O)o2)cc1	-5.8	-6.9	2.2	-5.2	2.0	1.9	2.6	-1.5	-2.8	3.3
CCOC(=O)C1NC(=O)CC1c1ccccc1 (configuration not stated)	-15.0	6.1	2.4	-4.8	-1.3	-4.6	2.1	-0.2	6.8	-13.5
O=C(Nc1ccccn1)C1CCN(S(=O)(=O)c2cccc3nonc23)CC1	-13.9	-2.8	-6.5	6.2	-2.5	-6.1	6.2	0.2	-1.7	1.0
CN(Cc1ccccc1)C(=O)COC(=O)c1cncc(Br)c1	8.6	-1.5	-1.9	3.8	-2.9	4.1	-0.1	0.3	-3.7	0.3
CCc1cccc2c(C=C(C#N)C#N)cn(CC(=O)N3CCCCC3)c12	-3.8	1.7	2.3	-7.8	1.3	3.3	-2.2	0.2	-6.4	1.1
O=C(COC(=O)c1ccccc1O)Nc1ccc(OC(F)F)cc1	-3.3	1.7	0.3	3.6	-3.6	1.5	4.9	1.0	-3.0	-3.5
COc1ccccc1CNC(=O)C(=O)NCC1CCCN1S(=O)(=O)c1cc(C)ccc1C (configuration not stated)	1.2	-4.8	1.8	0.7	-4.6	-2.2	-2.4	0.1	1.0	2.7
COc1ccc(Br)cc1C(=O)Nc1ccc(N2CCCC2)cc1	9.4	9.4	-0.7	19.0*	-2.5	2.7	-3.9	0.4	1.6	0.9
Cc1[nH]c2c(Br)cccc2c1[C@H]1[C@@H](CC#N)C1(C)C	-15.3	3.6	1.3	3.4	-2.6	0.7	1.3	0.0	-2.9	-1.2
COC(=O)c1sc(C(F)(F)F)c(-c2ccccc2)c1S(=O)(=O)N1CCCC1	3.5	-9.4	-2.5	-8.9	0.5	-1.0	3.1	0.5	-4.0	-5.1
CC(C)c1ccc(NC(=O)N2CCc3nc(NCc4cccc(Oc5ccccc5)c4)ncc3C2)cc1	9.8	-11.5	-0.6	-2.1	1.7	-3.3	-0.1	-1.1	-0.1	1.9

Compound activity as filed in PubChem BioAssay.
